From PubChem BioAssay
ERK EGF block: qHTS Assay for Inhibitors of the ERK Signaling Pathway using a Homogeneous Screening Assay; Stimulation with EGF; HEK293-V1b, EGF-stimulated phospho-ERK AlphaScreen; Potency, µM (series often up to 11.5 µM), without a hit: at the top dose activity change, negative = inhibition, usual class: inhibitors; hit rate 0.41% among 130,000; AID 1454, 2008; active = well fitted inhibition curve with a large enough effect; inconclusive = small, poorly fitted or top-dose-only effect, or effect the other way;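 also: plate controls were stimulated vehicle wells for no effect and unstimulated vehicle basal for full effect; nearly all actives have a fitted effect of over 55% in size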
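Stably V1b-transfected HEK293 cells; 30 min compound, then EGF 25 nM final for 5 min at 37C; 10 min lysis; phospho-ERK by AlphaScreen after 5 hr beads at room temperature.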
The depositor's hits bear a star; ? = inconclusive; [ ] = another dose, or the depositor's remark. Potency is read from the fitted curve at half-maximal effect. An excerpt. The share of hits here may be higher or lower than overall.

SMILES,ERK EGF block
Cc1ccc2nc3c(cc(C(=O)NCc4ccco4)c(=N)n3Cc3ccco3)c(=O)n2c1,4%
CCOC(=O)N1CCc2c(sc(NC(=O)c3ccc(S(=O)(=O)N4CCCC4)cc3)c2C#N)C1,-1%
Cc1[nH]c(=O)[nH]c(=O)c1/C=N\NC(=O)CCc1ccc(OC(C)C)cc1,-4%
Cc1cc(C(=O)N/N=C2\CCCc3ccccc32)c(C)o1,-5%
N#CC(C#N)=Cc1ccc(OC(=O)c2ccccn2)cc1,0%
N#C/C(=C\c1ccccn1)c1nc2ccccc2s1,-3%
Cc1ccc(C(=O)COC(=O)c2ccc(-c3cnc4ccccc4n3)cc2)cc1C,-4%
CCOc1ccccc1NC1=C(Cl)C(=O)N(c2ccc(OC)cc2)C1=O,3%
O=C(O)c1sc2cc(C(F)(F)F)cnc2c1-c1cccs1,3%
Nc1ccccc1Nc1ccc([N+](=O)[O-])cc1[N+](=O)[O-],-6%
CC1(C(=O)OCC(=O)Nc2ccccc2Cl)CC1(Cl)Cl (configuration not stated),-7%
COCc1cc(C)nc(OCC(=O)N/N=C/c2ccc(OC)c(O)c2)c1C#N,2%
CCCS(=O)(=O)N1CCN=C1SCc1ccc(C)cc1,-3%
CSc1ccc(NC(=O)Nc2cccn(Cc3ccccc3)c2=O)cc1,3%
N#Cc1ccccc1CSc1nc2ccc(NC(=O)c3ccccc3C(=O)O)cc2s1,-8%
CCOCCCNCC(=O)NCC1CCCCC1,-3%
O=c1[nH][nH]c(C(F)(F)F)c1/C=N/N1CCOCC1,-3%
CCNc1sc(S(C)(=O)=O)nc1S(=O)(=O)c1ccc(Cl)cc1,-1%[57.5 µM]
C=CCSc1nc(C)cc(C(=O)OCC)c1C#N,5%[57.5 µM]
COc1cc(/C=N/Nc2nc(Nc3ccccc3)nc(N3CCCCC3)n2)ccc1OCC(=O)O,-9%

Two of these compounds, set out differently.
CCOCCCNCC(=O)NCC1CCCCC1
  ERK EGF block: -3%

O=c1[nH][nH]c(C(F)(F)F)c1/C=N/N1CCOCC1
  ERK EGF block: -3%

New compounds follow:
SMILES,ERK EGF block
COc1ccc2[nH]cc(CCNc3ncncc3-c3ccc(N(C)C)cc3)c2c1,?
C[C@H](NC[C@H](O)CP(=O)(O)Cc1ccccc1)c1ccc(Cl)c(Cl)c1,-2%
C=CCNc1ncnc2sc(SC)nc12,6%[57.5 µM]
Cc1ccc(NC(=O)CSc2ccc(C(N)=O)cc2[N+](=O)[O-])cc1C,-14%
CC(=O)Oc1ccc2c(c1)Oc1cc(OC(C)=O)ccc1C21OC(=O)c2ccccc21,4%
CCCCCC(=O)NC(CC(=O)OC)c1ccc2c(c1)OCO2 (configuration not stated),-2%
COc1cc(OC)cc(-c2nc3ccccc3c(=O)n2OC(=O)c2ccccc2C)c1,2%
CC(C)[C@H](NC(N)=O)C(=O)Nc1ccc(Oc2ccccc2)cc1,-5%
CS(=O)(=O)c1sc(C#N)c2c1C(=O)CC(c1ccccc1)C2 (configuration not stated),?
CCN1CCN(C(C(=O)NC2CCCC2)c2cc3c(cc2[N+](=O)[O-])OCO3)CC1 (configuration not stated),-1%
Cc1ccc2nc(C)cc(C(=O)OCC(=O)Nc3c(C)n(C)n(-c4ccccc4)c3=O)c2c1,7%
COc1cc(NC(=O)COC(=O)c2cc(S(=O)(=O)N3CCCCC3)ccc2Cl)c(C)cc1[N+](=O)[O-],5%
CN(C)c1ccc(NC(=O)c2ccc3c(c2)nnn3C)cc1,?
CC1=C(C(=O)Nc2ccccc2)C(c2cccnc2)n2ncnc2N1 (configuration not stated),4%
Cn1c2ccccc2n2c(=O)cc(-c3ccccc3)c(C#N)c12,16%[57.5 µM]
CCCC1CC(C)(c2csc(Nc3ccc(OCC)cc3)n2)OC1=O (configuration not stated),?
CC(C)(C)Nc1nc(Cl)nc(NCc2ccccc2)n1,16%[57.5 µM]
CC(C)Cc1csc(NC(=O)C(C)C)c1C(=O)O,11%[57.5 µM]
COc1ccc(CNc2oc(C)nc2C#N)cc1,-5%
CCCc1ccc(-c2ccc(/C=C/C(=O)O)cc2)nc1,4%
CCn1c(SCC(=O)NCc2ccc3c(c2)OCO3)nnc1-c1c[nH]c2ccccc12,24%
CC(=O)N(\C=C/C=C/C=C1\Sc2ccccc2C1=O)c1ccccc1,?
O=C(Nc1cccc(C(=O)O)c1)/C(=C/c1ccc([N+](=O)[O-])cc1)NC(=O)c1ccccc1,-1%
O=C(CSc1nnnn1C1CCCCC1)N1CCN(C(=O)c2ccco2)CC1,?
CC1CCCCN1S(=O)(=O)c1ccc(S(=O)(=O)N(Cc2ccccc2)Cc2ccco2)cc1 (configuration not stated),-1%
CC(C)(C)NC(=O)NC(=O)COC(=O)c1cccc(F)c1,1%
O=C(NCCC1=CCCCC1)C(=O)NCC(c1ccco1)N1CCN(c2ccccc2)CC1 (configuration not stated),7%
COc1cc2c(cc1O)C(Cc1ccc(O)cc1)[N+](C)([O-])CC2 (configuration not stated),-19%[57.5 µM]
O=C(c1cccc(F)c1)N1CCC2(CCCN(c3ccccn3)C2)CC1,3%
O=C(Nc1ccon1)c1ccc(N2CCCCC2)c([N+](=O)[O-])c1,?
CCCCNC(=O)CCC(=O)Nc1ccc2nc(N3CCN(C)CC3)cc(C)c2c1,0%
O=C(Nc1nnc(Cc2ccc(Cl)cc2)s1)C1CCCO1 (configuration not stated),-6%
c1ccc(CCSc2ncnc3nc[nH]c23)cc1,-13%
COc1cc(O)c(C(CCN2CCCC2)c2ccc3c(c2)OCO3)c(OC)c1 (configuration not stated),-10%[57.5 µM]
N/C(=N\OC(=O)c1ccco1)c1ccccc1,-2%
CN(C)S(=O)(=O)c1cccc(NC(=O)c2ccc3nccnc3c2)c1,18%[57.5 µM]
COC(=O)Cn1c(=NC(=O)CSCC(=O)Nc2cc(C)on2)sc2ccccc21,-6%[57.5 µM]
O=C(CNC(=S)N(CCCN1CCOCC1)Cc1cccs1)N1CCCCCC1,-3%
CCN(CC)S(=O)(=O)c1ccc(C)c(NC(=O)CSc2nc3ccc(C)cc3[nH]2)c1,4%
COc1cccc(NC(=O)Nc2ccc3c(c2)nnn3C)c1,-3%
N#C/C(=C/c1ccc(-c2ccc(Br)cc2)o1)C(=O)NC1CCCCC1,4%
Cc1cccn2c(=O)c(C=O)c(NCc3ccccc3)nc12,3%[57.5 µM]
Cc1ccn(C(=O)c2ccc(NC(=O)CC(C)C)cc2)n1,-15%
COc1cc(C(Nc2ccc(S(=O)(=O)N3CCC(C)CC3)cc2)C(=O)NCC2CCCO2)cc(OC)c1OC (configuration not stated),8%
COC(=O)CSc1ccc2nnc(CCNS(=O)(=O)c3ccccc3)n2n1,-14%
CCNC(=S)NNC(=O)CSc1nc2ccccc2n1C,4%[57.5 µM]
COc1cc2c(cc1O)[C@H](Cc1ccc(Oc3cc(C[C@@H]4NCCc5cc(OC)c(O)cc54)ccc3O)cc1)NCC2,-2%
CCOc1ccc2oc(C(=O)OCC(=O)NC3CC3)c(C)c2c1,-5%
CC(=O)c1c(C)n(C)c2ccc(OC(=O)c3ccc([N+](=O)[O-])cc3)cc12,3%
COc1ccc(C2(C(=O)Nc3cc(C)on3)CCOCC2)cc1,5%
CCOC(=O)N1CCc2[nH]c3ccc(C)cc3c2C1,9%[57.5 µM]
Cc1cccc(OCC(=O)NNC(=O)c2ccc([N+](=O)[O-])cc2)c1,-6%
Cc1cc(NC(=O)CSc2nc3ccccc3n2CCC#N)no1,5%
Cc1ccc(S(=O)(=O)N2CCN(CC(=O)N/N=C/c3ccc(C)o3)CC2)cc1,-1%
CCN1CCN(c2cc(C)c3cc(NC(=S)N4CCOCC4)ccc3n2)CC1,-2%
Cc1ccc(C(C)NC(=O)Cn2nc(C)c([N+](=O)[O-])c2C)cc1 (configuration not stated),-7%
C/C(=N/NC(=O)CNC(=O)c1ccccc1F)c1ccc2c(c1)CCCC2,5%
Cc1cc(C)nc(NC(=NCCc2c[nH]c3ccccc23)NC(=O)Nc2ccc(Cl)c(Cl)c2)n1,-6%
CCS(=O)(=O)Nc1ccc(C2=NN(S(C)(=O)=O)C(c3cccs3)C2)cc1 (configuration not stated),-2%
COCCNc1nc2nonc2nc1N1CCCC1c1nccs1 (configuration not stated),-14%

Other results
SMILES,ERK EGF block
O=c1[nH]c(N2CCCCCC2)nc2ncn(Cc3ccccc3)c12,8%[57.5 µM]
COc1ccc(O)c(/C=N/NC(=S)Nc2cccnc2)c1,1%
CCCCn1c(NCc2ccc3c(c2)OCO3)nc2ccccc21,1%
Cc1cc(Br)ccc1SCC(=O)OCC(=O)Nc1ccccc1C#N,9%
CC(=O)Nc1ccc(NC(=O)CSc2nnc(-c3ccc(NS(C)(=O)=O)cc3)n2C)cc1C,0%
O=C(COC(=O)COc1ccc(Br)cc1)Nc1cccnc1Cl,4%
Cc1cc(C)cc(-n2c(N)c(C(=O)Nc3c(C)n(C)n(-c4ccccc4)c3=O)c3nc4ccccc4nc32)c1,6%
COCC(C)n1c(C)cc(C(=O)COC(=O)C2=NN(c3ccccc3)C(=O)CC2)c1C (configuration not stated),0%
O=C(O)CSc1ncnc2c1sc1nc(-c3ccccc3)c3c(c12)CCC3,-1%[57.5 µM]
O=C1C[C@H](c2ccccc2)Oc2cc(O)cc(O)c21,-11%
Cc1ccccc1NC(=S)N1CCOCC1,-4%
CCC(C)n1c(=S)[nH]c2c(sc3ccc([N+](=O)[O-])cc32)c1=O (configuration not stated),5%
Cc1ccc(NC(=O)Cc2n[nH]c(=S)n2C)cc1,6%
O=C(COC(=O)C1CCCN1C(=O)C12CC3CC(CC(C3)C1)C2)c1ccc(Br)cc1 (configuration not stated),9%
CSc1cccc(CN2CCCC(CNC(=O)c3ccc(F)cc3)C2)c1 (configuration not stated),7%
COc1cccc(C(Nc2ccccn2)c2oc(CO)cc(=O)c2O)c1 (configuration not stated),-9%
O=C(N/N=C/c1ccc(OCC2COCCO2)cc1)c1ccc(Br)cc1 (configuration not stated),0%
CC(C)(C)C(=O)Nc1nc2c(c(=O)[nH]1)CCCC2,-1%
Cc1sc2c(c1C)C(=O)/C(=C\Nc1ccccn1)S(=O)(=O)N2C,0%[57.5 µM]
COc1cc(NC(=O)COC(=O)CNC(=O)c2cc(C)cc(C)c2)c(C)cc1[N+](=O)[O-],12%
COS(C)(=O)=O,27%
COc1ccc(CC(=O)N2CCOCC2)cc1,-6%
CC1CC(C)(C)NC(=S)O1 (configuration not stated),4%[57.5 µM]
NC(=O)CC(NC(=O)Cc1ccc(Br)cc1)c1ccc(N2CCN(c3ccccc3)CC2)c([N+](=O)[O-])c1 (configuration not stated),?
Cc1ccc(-n2nnnc2-c2ccccc2)cc1,-2%
OCCN1C[C@H](O)[C@@H](O)[C@H](O)[C@H]1CO,3%[57.5 µM]
Cc1ccsc1C(C(=O)NC(C)(C)C)N(C(=O)c1csnn1)c1ccccc1 (configuration not stated),-2%
O=C(NCCc1ccc(F)cc1)c1cccs1,-19%
CC(C)(C)c1ccc(S(=O)(=O)C(C)(C)C)cc1,0%
O=C(O)c1ccc2nnn(O)c2c1,-6%[57.5 µM]
O=c1[nH]n2c(=O)c3c([nH]c2c1N=Nc1ccccc1)CCC3,10%
COC(=O)COc1ccc(NC(=O)Cn2nc(-c3ccccc3)c3ccccc3c2=O)cc1,0%[57.5 µM]
CN(C)CCCn1c(=S)[nH]c2ccccc2c1=O,3%
Cc1ccc(Cl)cc1NC(=O)c1cc2ccccc2cc1O,-9%[57.5 µM]
Cc1ccccc1NC(=O)C1Cc2ccccc2CN1C(=O)OCc1ccccc1 (configuration not stated),-5%
CCCCC(=O)Nc1ccc(C(=O)NNC(=O)c2cccs2)cc1,-8%
COc1cccc2cc(S(=O)(=O)c3ccc(C)cc3)/c(=N/NS(=O)(=O)c3ccc(C)cc3)oc12,-4%
COc1ccc(-c2nn(-c3ccccc3)cc2C(=O)OCC(=O)c2ccc(C)c([N+](=O)[O-])c2)cc1,7%
CCCC1(C(=O)OC)C=C2C(=C(C)C(=O)C2C)CN1 (configuration not stated),7%
O=S(=O)(c1ccc(Cl)c(S(=O)(=O)N2CCCC2)c1)N1CCCC1,-11%
CCCCNC(=O)C1CC(c2cccc(F)c2)=NO1 (configuration not stated),10%[57.5 µM]
NS(=O)(=O)c1cccc(NC(=O)COC(=O)Cn2cnc3ccccc32)c1,-7%[57.5 µM]
C[C@@H](CO)NC(=O)c1ccc2c3n(nc2c1)-c1ccccc1CO3,-10%[57.5 µM]

7 entries out of the list, ordered by number of heavy atoms, highest first.
SMILES,ERK EGF block
NC(=O)CC(NC(=O)Cc1ccc(Br)cc1)c1ccc(N2CCN(c3ccccc3)CC2)c([N+](=O)[O-])c1 (configuration not stated),?
COc1ccc(-c2nn(-c3ccccc3)cc2C(=O)OCC(=O)c2ccc(C)c([N+](=O)[O-])c2)cc1,7%
Cc1ccccc1NC(=O)C1Cc2ccccc2CN1C(=O)OCc1ccccc1 (configuration not stated),-5%
CCCCC(=O)Nc1ccc(C(=O)NNC(=O)c2cccs2)cc1,-8%
Cc1ccc(Cl)cc1NC(=O)c1cc2ccccc2cc1O,-9%[57.5 µM]
CC(C)(C)c1ccc(S(=O)(=O)C(C)(C)C)cc1,0%
OCCN1C[C@H](O)[C@@H](O)[C@H](O)[C@H]1CO,3%[57.5 µM]
